Assay outcomes deposited in PubChem BioAssay by several laboratories.
ADAM17 inh = inhibitors of human ADAM17; P78536; actives 0.83% (n = 370,000); recombinant ADAM17, EDANS/DABCYL FRET peptide cleavage; inhibition, % at 6.95 µM;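 active = inhibition above the mean of compounds lying between control limits plus 3 SD, set per campaign, cut at about 8.5% in these data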;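 note: 0% = DMSO-only wells as the low control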
ssDAF-12 act = activators of S. stercoralis DAF-12 nuclear receptor | HEK293 ssDAF-12/GRIP1 lit1-tk-luc reporter, luminescence; % of 3 µM dafachronic acid response | activation, % at 6.8 µM | AID 652126 | actives 1% (n = 370,000);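 active = activation above the mean over all tested compounds plus 3 SD, cut at about 0.9% in these data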;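 note: 0% = DMSO-only wells and 100% = 3 µM delta7-dafachronic acid wells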
DAX1 inh-1 = inhibitors of DAX1 repression of SF-1 activated StAR promoter | HEK293T StAR-luciferase reporter, SF-1/DAX-1 repression relief | inhibition, % at 6.8 µM | actives 1.1% (n = 370,000) | AID 652010;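 active = inhibition above the mean over all tested compounds plus 3 SD, cut at about 3.6% in these data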;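 note: 0% = DAX-1 cells with DMSO and 100% = cells lacking DAX-1 with DMSO; higher inhibition means more luminescence from relief of DAX-1 repression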
PG9 Ab binder = binds the HIV-1 gp120 antibody PG9. TR-FRET gp120-PG9 antibody binding. inhibition, % at 6.7 µM. actives 0.43% (n = 360,000). AID 624416; in the data active = inhibition above about 8.5%
GC-A act = GC-A (human) enzyme activation; activation, % at 10 µM; P16066; actives 0.14% (n = 370,000); HEK293 GC-A cells, cGMP TR-FRET, EC30 ANP; 0% at EC30 ANP, 100% saturating ANP; in the data active = activation above about 40%
ADAM10 inh = inhibits human ADAM10. O14672. recombinant ADAM10, EDANS/DABCYL FRET peptide cleavage, 3 h. inhibition, % at 7 µM. actives 0.62% (n = 370,000);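 active = inhibition above a per-campaign cutoff equal to the mean of compounds falling between control-based bounds plus 3 SD, cut at about 20% in these data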;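 note: 0% = DMSO wells while the 100% control is not disclosed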
Target sequence (O14672 214-748 limits assumed): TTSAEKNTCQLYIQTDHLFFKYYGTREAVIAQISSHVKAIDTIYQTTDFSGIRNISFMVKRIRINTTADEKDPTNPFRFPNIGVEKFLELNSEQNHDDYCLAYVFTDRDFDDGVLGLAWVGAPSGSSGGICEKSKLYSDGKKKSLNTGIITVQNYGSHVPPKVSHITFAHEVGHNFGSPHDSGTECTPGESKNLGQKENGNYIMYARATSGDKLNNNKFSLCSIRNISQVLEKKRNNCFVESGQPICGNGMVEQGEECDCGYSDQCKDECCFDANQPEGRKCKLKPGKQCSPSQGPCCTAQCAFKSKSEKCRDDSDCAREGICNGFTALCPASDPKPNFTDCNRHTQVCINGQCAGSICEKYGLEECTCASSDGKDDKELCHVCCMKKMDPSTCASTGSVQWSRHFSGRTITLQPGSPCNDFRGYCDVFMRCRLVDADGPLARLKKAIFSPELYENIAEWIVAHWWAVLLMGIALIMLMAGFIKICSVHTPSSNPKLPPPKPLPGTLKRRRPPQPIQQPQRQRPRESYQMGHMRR
GAA850 FXN act = frataxin GAA850 promoter activation | HEK293 lucGAA850 FXN promoter luciferase reporter, 24 h; percent of 10 µM SAHA response | activation, % at 6 µM | AID 540364 | actives 0.56% (n = 360,000);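 active = activation above the average of all compounds screened plus 3 SD, cutoff fixed separately per campaign, cut at about 7.5% in these data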;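 note: 0% = DMSO wells and 100% = 10 µM SAHA wells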
DAX1 inh-2 = NR0B1 (DAX1) inhibition. P51843. AID 504766. inhibition, % at 6.75 µM. HEK293 Gal4-DAX1 luciferase reporter, luminescence. actives 0.99% (n = 340,000);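 active = inhibition above the mean over all tested compounds plus 3 SD, cut at about 4.2% in these data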;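 note: 0% = DAX1-transfected cells with DMSO and 100% = empty-vector control cells with DMSO; inhibition shows as a rise in luminescence from relieved DAX1 repression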
Target sequence (P51843 207-470 limits assumed): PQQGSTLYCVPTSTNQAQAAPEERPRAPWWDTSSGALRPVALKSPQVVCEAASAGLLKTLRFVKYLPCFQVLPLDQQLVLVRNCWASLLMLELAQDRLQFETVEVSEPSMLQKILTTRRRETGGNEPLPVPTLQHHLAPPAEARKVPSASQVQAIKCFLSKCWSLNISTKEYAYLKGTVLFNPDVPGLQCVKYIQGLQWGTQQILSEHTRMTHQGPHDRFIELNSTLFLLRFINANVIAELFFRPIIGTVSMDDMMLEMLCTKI
hcDAF12 agonist = H. contortus DAF-12 activation, primary screen. HEK293 hcDAF-12 lit1-tk-luc reporter, luminescence; 0% DMSO, 100% Δ7-dafachronic acid. actives 1.4% (n = 370,000). activation, % at 6.8 µM. AID 652067;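 active = activation above the mean of all tested compounds plus 3 SD, cut at about 5.5% in these data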;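 note: 100% = response to 3 µM Δ7-dafachronic acid high control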
hgDAF-12 ag = agonists of H. glycines DAF-12 nuclear receptor. actives 1.8% (n = 370,000). activation, % at 6.8 µM. HEK293 GAL4-hgDAF12 UAS-luciferase reporter, agonist luminescence; normalized to butyrate control;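 active = activation above a cutoff set at the mean of all screened compounds plus 3 SD, cut at about 10% in these data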;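 note: 0% = DMSO wells and 100% = sodium butyrate wells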
SMARCA2 activ = increases SMARCA2 function in MMTV reporter cells | AID 652017 | actives 1% (n = 370,000) | activation, % at 9.1 µM | MG213 cells, MMTV-luciferase reporter, dexamethasone, overnight; in the data active = activation above about 7.8%;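 note: 0% = vehicle wells and 100% = reference activator wells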
An asterisk follows results filed as active; i = inactive; nt = not tested or not shown. Outcome played no part in choosing rows (roughly 6.8% active in at least one column).

SMILES	ADAM17 inh	ssDAF-12 act	DAX1 inh-1	PG9 Ab binder	GC-A act	ADAM10 inh	GAA850 FXN act	DAX1 inh-2	hcDAF12 agonist	hgDAF-12 ag	SMARCA2 activ
O=c1ccc(/C=C/c2ccccc2)nn1Cc1ccccc1Cl	-11	-1.4	-0.5	-1.5	1	-20	-0.5	-0.2	-2.9	-0.2	-1
COc1ccc(-n2c(SCC(=O)Nc3cc(C)on3)nc3ccc(O)cc3c2=O)cc1OC	-6	-0.9	-0.8	-0.8	58*	-17	1.9	-0.2	-2.5	-3.2	-2
CCN(CC(=O)Nc1c(F)cccc1F)C(=O)c1cccc(S(=O)(=O)NCc2ccccc2)c1	-4	-1.0	1.4	-1.3	1	2	-0.2	-0.3	0.2	-1.3	-3
CCN(CC)C(=O)COc1cccc2ccccc12	-2	-0.6	0.1	-3.2	2	8	1.9	-1.4	1.9	1.7	1
CN(C)CC1(C)Cc2ccsc2C1O (configuration not stated)	-2	-1.2	0.8	-1.3	0	1	-0.9	0.0	0.2	-0.4	6
COc1ccc(C(=O)NCc2nnc(SCC(=O)Nc3nnc(C)s3)o2)cc1	-1	-1.2	0.3	-0.6	3	-6	0.7	0.2	0.4	7.0	-1
Cc1ccc2c(c1)N(CCC(=O)NCC1COc3ccccc3O1)C(=O)CO2 (configuration not stated)	-2	-0.8	-0.7	0.1	-9	-4	-4.2	-0.3	-1.5	-2.2	-2
COC(=O)c1ccc2c(=O)n(CCN3CCOCC3)c(SCC(=O)Nc3ccccc3OC)nc2c1	1	-1.5	1.9	1.1	18	-12	1.9	0.8	0.5	-1.6	5
CCCCNC(=O)C1(C)CCCCN1C(=O)c1c(C)noc1C (configuration not stated)	5	-1.6	0.3	0.5	4	10	-0.6	nt	-0.9	-4.0	-1
O=C(Nc1nccs1)c1ccc(-c2ccc(Cl)cc2Cl)o1	6	-0.7	0.4	-2.1	4	3	1.3	0.4	0.9	3.5	0
CCCCCCCSc1nnc(N)s1	0	-1.6	0.2	0.5	-4	1	2.0	-0.1	-1.8	1.4	1
C[C@@H]1CN([C@@H](C)CO)C(=O)CCCn2nncc2CO[C@H]1CN(C)C(=O)c1ccncc1	0	-1.6	0.6	0.3	-2	-8	1.9	-1.0	-2.7	-2.4	-2
O=[N+]([O-])c1ccc(C2CCCC/C2=N/O)c([N+](=O)[O-])c1 (configuration not stated)	0	-1.1	-0.2	-1.3	0	-7	-0.4	1.2	-1.9	0.3	-1
COc1cc(OCC(N)=O)cc(OC)c1OC	-1	-1.3	-0.8	-4.5	2	3	1.7	0.7	-2.4	-1.7	2
COC(=O)[C@]12CCCCC=C1N(CCC1=CCCCC1)C(=O)[C@H](CC(=O)NCCCN1CCCC1=O)C2	2	-1.8	-0.7	-0.8	-2	3	nt	nt	-0.1	1.5	5
CC(C)OC(=O)CSc1nc(C(C)C)nc2ccccc12	0	-0.1	-0.2	-0.5	3	2	2.2	-0.2	-1.4	-3.2	-1
COc1ccc(N/C=C(\[N+](=O)[O-])S(=O)(=O)c2ccccc2)cc1	2	-1.0	0.2	-4.0	2	11	-0.9	-1.3	1.4	1.1	-1
Nc1cc(=O)[nH]c(SCc2cccc(Cl)c2)n1	6	-1.6	0.0	-0.2	-2	2	0.8	1.2	-1.0	0.6	-6
CSc1nc(Cl)cc(Nc2ccc(O)cc2)n1	2	0.3	0.5	-3.8	14	5	5.1	1.6	-0.1	5.3	14*
Cc1sc2ncn(CC(=O)NCC(=O)N(C)Cc3ccccc3)c(=O)c2c1C	-6	-1.8	0.3	-2.9	-5	-4	0.1	-0.7	-0.9	-0.7	-1

Structural class: the entries above containing a thiophene ring, fused or not (2)
SMILES	ADAM17 inh	ssDAF-12 act	DAX1 inh-1	PG9 Ab binder	GC-A act	ADAM10 inh	GAA850 FXN act	DAX1 inh-2	hcDAF12 agonist	hgDAF-12 ag	SMARCA2 activ
CN(C)CC1(C)Cc2ccsc2C1O (configuration not stated)	-2	-1.2	0.8	-1.3	0	1	-0.9	0.0	0.2	-0.4	6
Cc1sc2ncn(CC(=O)NCC(=O)N(C)Cc3ccccc3)c(=O)c2c1C	-6	-1.8	0.3	-2.9	-5	-4	0.1	-0.7	-0.9	-0.7	-1

Other records
SMILES	ADAM17 inh	ssDAF-12 act	DAX1 inh-1	PG9 Ab binder	GC-A act	ADAM10 inh	GAA850 FXN act	DAX1 inh-2	hcDAF12 agonist	hgDAF-12 ag	SMARCA2 activ
COc1ccc(NC(C)=O)cc1CNC(=O)COc1ccccc1C(=O)Nc1cccc(C)c1C	-1	-1.3	-0.3	-0.7	-5	-8	0.7	-1.3	-1.7	-0.2	0
COC(=O)[C@]1(CNC(C)=O)CC(=O)N(Cc2ccc(Cl)cc2)[C@@H]1c1ccc(OC)cc1	6	-0.7	0.1	nt	-5	4	nt	nt	1.2	-1.8	-5
CCOc1ccc(NC(=O)CN2CCN(c3ccc(F)cc3)CC2)cc1	-1	-1.4	0.0	-1.4	1	-6	-2.8	-0.5	1.2	-3.3	-2
CCOC(=O)c1sc(NC(=O)C2CC(=O)N(c3ccc(C)cc3)C2)nc1C (configuration not stated)	3	-1.9	-0.6	-0.7	0	13	3.6	1.0	0.2	3.4	0
Cc1c(C)n(Cc2ccccc2)c2ncnc(Cl)c12	5	-1.9	-1.1	-1.5	1	1	1.8	-4.1	-5.2	-3.7	-4
COc1ccc(-n2c(SCC(=O)N3CCCC3)nnc2-c2ccncc2)cc1	0	-1.5	0.1	nt	0	0	nt	nt	-0.1	-4.2	2
CCCNC(=O)C1CCN(c2ccc(S(=O)(=O)N3CCOCC3)cc2Cl)CC1	-5	-2.1	-0.3	1.0	-2	7	-1.1	1.1	-2.8	-1.0	-1
C=CCn1c(SCc2c(C)noc2C)nc2sc3c(c2c1=O)CCCC3	0	-1.3	-2.8	1.0	3	-1	1.2	-0.8	-0.8	-0.9	-4
CSc1ccccc1NC(=S)N/N=C/c1cccn1Cc1cccc(C)c1	-2	-1.4	0.5	-0.5	-2	-2	0.9	-0.3	2.2	0.2	-1
CN(CC(=O)NC(=O)NCc1ccccc1)CC(=O)Nc1ccc(Cl)c(C(F)(F)F)c1	3	-1.3	0.5	0.2	-6	5	1.7	0.6	-1.6	3.9	-1
Cc1sc2ncn(CC(=O)NCCCC(=O)N3CCN(c4ncccn4)CC3)c(=O)c2c1C	-7	-0.9	-0.6	-2.4	3	3	-0.2	-1.1	0.1	2.6	0
CCOC(=O)c1sc2nc(C)[nH]c(=S)c2c1C	1	-0.9	-0.2	4.5	5	-2	2.5	1.7	-1.4	0.3	-1
CC(=O)Nc1ccc(C2=CC(=O)CC(C)(C)C2)cc1	-22	-0.9	-1.1	0.8	0	-69	1.6	-0.9	1.2	1.2	-1
O=C(NCc1ccccc1)NC1(C(=O)Nc2ccc3c(c2)OCCO3)CCCCC1	-4	-1.8	-0.3	0.3	-1	-9	-8.8	-0.8	-2.0	-2.4	-4
CCOC(=O)c1c(NC(=O)C2(C)Cc3ccccc3C(=O)O2)sc2c1CCCC2 (configuration not stated)	-1	-1.3	0.2	-0.5	3	-6	4.6	-1.7	-3.4	-0.6	-2
Cc1ccc(C(=O)Oc2ccccc2N2CCOCC2)cc1	0	-1.3	0.1	0.3	3	2	-1.1	1.8	0.8	2.1	-1
Cc1ccc(-c2noc(CSc3nnc(Cc4cccs4)n3-c3ccccc3)n2)cc1	5	-0.9	-0.3	-2.0	-6	-5	-1.3	-0.5	-0.7	0.7	-2
FC(F)Oc1ccc(/C=N/n2c(Cc3ccc(Br)cc3)n[nH]c2=S)cc1	2	0.0	-0.2	-2.0	0	5	3.9	0.6	-0.3	0.4	-2
CC(=O)Oc1ccc(/C=C2\C=C(c3ccc(C)cc3)OC2=O)cc1	-1	-0.7	0.1	-1.1	0	-4	2.4	-1.3	2.4	2.8	1
O=C(Nc1cc(S(=O)(=O)N2CCCCC2)ccc1Cl)c1ccncc1	-3	-0.7	-0.3	0.9	-3	-14	2.4	-0.2	-1.1	-1.0	-2
O=C(CSc1n[nH]c(-c2ccccc2)n1)N1CCOCC1	-3	-0.5	0.7	0.4	-4	2	-0.9	1.7	0.1	3.9	1
O=C(Cc1c(C(=O)O)[nH]c2ccc(Cl)cc12)Nc1ccc2c(c1)OCCO2	-1	-1.0	-0.4	-1.2	-2	8	0.8	-0.9	-1.6	-1.6	0
O=S(=O)(c1ccc(F)cc1)N1CCN(S(=O)(=O)c2cc(F)ccc2F)CC1	2	-0.2	-0.6	0.6	3	5	0.6	3.6	0.3	0.3	1
CCCNC(=O)c1ccccc1NC(=O)C1COc2ccccc2O1 (configuration not stated)	1	-1.4	-1.3	-1.7	-2	-1	2.0	-0.2	-0.6	-2.5	2
Nc1nc(-c2cccnc2)nn1C(=O)c1ccc(Cl)cc1	-4	-1.4	-0.6	2.7	3	-8	1.6	2.0	-0.5	0.3	0
O=C(Cc1ccccc1)c1c[nH]c(C(=O)O)c1	-3	-0.3	-0.7	0.6	-3	0	-0.3	0.9	-1.1	-2.3	-1
CC1CCN(CCc2nc3cc(NC(=O)COc4ccccc4)ccc3n2C)CC1	-19	-1.5	-1.1	-0.9	0	-56	2.9	0.8	1.5	-2.7	-2
Cc1c(C)c2ccc(OCC(=O)N3CCN(C(=O)C4COc5ccccc5O4)CC3)cc2oc1=O (configuration not stated)	-154	-1.6	-1.2	-1.3	-7	i	2.1	-0.7	0.1	-0.8	-3
O=C(N1CCOCC1)N1CCN(c2nc(-c3ccccc3)cs2)CC1	-1	-0.8	0.2	-2.0	1	3	1.0	1.3	0.1	1.8	6
COCCSc1ccccc1C(=O)Nc1ccc2c(c1)OCO2	0	-1.1	-0.1	-1.2	5	5	0.1	-0.7	-1.5	0.3	-2
CCc1nc2c(OCc3cccc(OC)c3)cccn2c1N(C)C(=O)c1ccccc1F	-6	-1.4	-1.4	-2.2	4	-7	1.0	nt	-2.0	-1.4	-5
COc1ccc(N2C(=O)C3CCCN3C2c2ccc(C)cc2)cc1Cl (configuration not stated)	-4	-1.3	0.0	0.1	-32	0	0.1	0.3	-0.7	-0.9	-1
COc1ccc(/C=N/NC(=O)C2c3ccccc3Oc3ccccc32)c(OC)c1	0	-0.5	-0.2	-1.6	-12	8	0.4	1.5	1.3	1.7	-4
CC(=O)c1ccc(N2CCN(C(=O)CCS(=O)(=O)c3ccc(C)cc3)CC2)cc1	-6	-1.3	-1.2	-0.5	-1	-9	-0.5	-0.5	-1.3	1.4	0
Cc1nn(Cc2ccc(Cl)cc2Cl)c(C)c1NC(=O)c1nc2n(n1)C(C(F)F)CC(C)N2 (configuration not stated)	-3	-0.9	1.3	-1.3	6	-9	1.9	0.1	-0.5	1.1	0
Cc1cccc(C)c1NC(=S)N1CCC(c2ccccc2)C1 (configuration not stated)	-3	-1.3	-0.1	-1.8	1	-3	0.4	1.2	-1.9	0.4	0
C[C@H]1CN([C@@H](C)CO)S(=O)(=O)c2ccc(Br)cc2O[C@@H]1CN(C)C(=O)Cc1cccnc1	-5	-1.4	-0.3	-0.4	0	-16	1.4	-0.1	-0.2	1.0	-3
CC(=O)c1cccc(NC(=S)NC(=O)c2ccccc2Cl)c1	1	-0.8	0.0	-1.2	-3	5	1.1	-0.2	0.8	4.3	5
